Mtb UGM inh = inhibitors of M. tuberculosis UDP-galactopyranose mutase; P9WIQ1; purified UGM, fluorescence polarization probe displacement; inhibition, % at 10 µM; 320,000 tested, 0.06% active; AID 504406; in the data active = inhibition above about 10%, passing the limit was not always enough; inconclusive = no clear call, values can overlap the other calls
BoNT F protease = blocks Botulinum neurotoxin F light chain protease; 360,000 tested, 0.22% active; Multiplex microsphere protease cleavage assay, flow cytometry; inhibition, % at 10 µM; AID 588497; in the data active = inhibition above about 35%, passing the limit was not always enough; inconclusive = no clear call, values can overlap the other calls; also: plate controls were buffer without enzyme for full effect and enzyme alone for no effect
GDH-TPI counter = GDH-TPI coupled enzyme inhibition counter-screen | GDH-TPI coupled enzyme counterscreen, NADH absorbance | inhibition, % at 4.8 µM | 360,000 tested, 1.2% active | AID 588335;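 also: 0% = DMSO wells and 100% = wells lacking the enzyme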
VHR inh abs = inhibitors of human VHR1 phosphatase (DUSP3); P51452; recombinant VHR phosphatase, pNPP absorbance; inhibition, % at 13.3 µM; 290,000 tested, 0.52% active; AID 1654; in the data active = inhibition above about 50%; also: some compounds called inactive have numbers as strong as hits
CCHFV vOTU inh = CCHFV vOTU protease inhibition; Pep-AMC fluorescence; inhibition, % at 11.5 µM; 370,000 tested, 0.55% active; AID 651958; also: 0% = vehicle wells with enzyme and 100% = no enzyme wells
FadD28 FP inh = M. tuberculosis FadD28 bisubstrate binding inhibition; inhibition, % at 12.5 µM; AID 588549; FadD28 bisubstrate probe binding, fluorescence polarization; 360,000 tested, 0.22% active; in the data active = inhibition above about 8.5%, passing the limit was not always enough; inconclusive = no clear call, values can overlap the other calls
MazEF act = increases E. coli MazEF RNase cleavage of RNA | P0AE70 | FAM/BHQ RNA-DNA oligo cleavage fluorescence, 5 h | activation, % at 20 µM | 350,000 tested, 0.32% active; in the data active = activation above about 50%
Target sequence (P0AE70 whole entry, looked up): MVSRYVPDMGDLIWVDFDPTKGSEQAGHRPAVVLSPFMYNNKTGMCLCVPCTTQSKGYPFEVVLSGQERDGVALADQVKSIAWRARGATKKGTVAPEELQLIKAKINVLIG
FBA Mtb inh = inhibitors of M. tuberculosis fructose-bisphosphate aldolase | P9WQA3 | purified M. tuberculosis FBA, fluorescence read-out | inhibition, % at 1 µM | 360,000 tested, 2.3% active | AID 588726; in the data active = inhibition above about 27%;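 also: 0% = vehicle and 100% = reference inhibitor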
Target sequence (P9WQA3 whole entry, looked up): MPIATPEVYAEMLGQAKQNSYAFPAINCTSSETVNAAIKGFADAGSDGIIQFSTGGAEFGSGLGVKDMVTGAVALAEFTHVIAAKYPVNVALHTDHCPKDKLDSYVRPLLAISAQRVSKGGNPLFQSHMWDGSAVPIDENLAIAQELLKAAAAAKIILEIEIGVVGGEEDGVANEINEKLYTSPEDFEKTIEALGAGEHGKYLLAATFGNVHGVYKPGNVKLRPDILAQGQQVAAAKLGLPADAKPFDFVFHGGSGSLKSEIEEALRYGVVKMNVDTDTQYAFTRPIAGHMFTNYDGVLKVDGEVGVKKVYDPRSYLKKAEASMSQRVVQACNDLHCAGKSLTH
Rv3671c inh = inhibitors of M. tuberculosis serine protease Rv3671c. P9WHR9. inhibition, % at 5.96 µM. 320,000 tested, 0.048% active. AID 2606; in the data active = inhibition above about 38%;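 also: extracellular domain of Rv3671c used as enzyme; 0% = enzyme with DMSO and 100% = no enzyme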
Target sequence (P9WHR9 whole entry, looked up, the tested form may be a part): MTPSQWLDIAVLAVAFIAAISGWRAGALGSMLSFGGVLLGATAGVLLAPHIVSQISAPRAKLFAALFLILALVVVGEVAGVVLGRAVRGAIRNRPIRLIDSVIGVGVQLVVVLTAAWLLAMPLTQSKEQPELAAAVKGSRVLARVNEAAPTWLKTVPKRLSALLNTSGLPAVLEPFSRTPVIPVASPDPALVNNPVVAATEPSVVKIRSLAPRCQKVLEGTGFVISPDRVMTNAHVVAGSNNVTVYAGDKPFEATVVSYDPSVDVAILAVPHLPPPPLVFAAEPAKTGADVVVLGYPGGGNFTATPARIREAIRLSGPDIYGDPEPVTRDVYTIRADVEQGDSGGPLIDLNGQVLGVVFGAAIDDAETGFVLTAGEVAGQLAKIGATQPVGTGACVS
Mtb BioA inh = inhibitors of Mycobacterium tuberculosis BioA enzyme | inhibition, % at 9.99 µM | 360,000 tested, 0.096% active | purified M. tuberculosis BioA enzyme, plate reader; in the data active = inhibition above about 40%; inconclusive = no clear call, values can overlap the other calls
Starred values were filed as active, the others as inactive; ? = inconclusive; / = not tested or not shown; + = active, no number. Rule as the data show it, unless noted: active = inhibition above about 30%; inactive = the rest.

Each structure is followed by: Mtb UGM inh, BoNT F protease, GDH-TPI counter, VHR inh abs, CCHFV vOTU inh, FadD28 FP inh, MazEF act, FBA Mtb inh, Rv3671c inh, Mtb BioA inh
CC1CN(C(=O)COC(=O)c2ccc(S(=O)(=O)N(C)C)cc2)CC(C)O1 (stereo not drawn)
 : 2.7, -17, 1, 12, -9, -3.3, 7, 0, -5, -0.8
CC1CCN(Cc2c(C(=O)N/N=C/c3cccc(C(F)(F)F)c3)nnn2-c2nonc2N)CC1
 : 2.2, -1, 0, 10, -12, -2.9, -7, 0, -15, 0.2
COc1ccc(/C=N/Nc2nc3ccccc3[nH]2)c(OC)c1OC
 : -0.1, ?, 14, 9, 14, -0.3, 13, 1, 0, /
CN(C)c1ccc(C(C(=O)NC2CCCCC2)N(Cc2ccco2)C(=O)c2snc(C(N)=O)c2N)cc1 (stereo not drawn)
 : 0.2, 6, 12, 14, 5, -0.2, -4, -2, 4, -0.3
CCCCOc1ccc(C(=O)NCC(=O)NNC(=O)c2ccco2)cc1
 : -0.6, 2, 5, /, 6, 0.3, 1, 6, 1, /
O=C(O)CSc1nnc(CNc2ccccc2Cl)n1-c1ccccc1
 : 0.9, 3, 8, 12, 5, 0.3, -1, 0, -1, -0.4
CC(NC(=O)CCC(=O)NCc1ccc(F)cc1)c1ccccc1 (stereo not drawn)
 : -1.1, 11, 3, 26, 6, -3.2, 1, 2, 3, -1.2
Cn1cc(C(=O)C(=O)N2CCc3ccccc32)c2ccccc21
 : 1.3, 5, 7, -11, -5, -0.9, -16, -4, 3, -0.7
O=C(COC(=O)c1ccccn1)NNC(=O)c1ccc([N+](=O)[O-])cc1
 : /, 2, -6, /, 4, 0.0, 0, -4, 5, 0.4
Cc1c(C)c2c(OCC(=O)N[C@@H](CC(C)C)C(=O)O)cc3c(c2oc1=O)CCC(C)(C)O3
 : 0.0, 10, 18, 2, -253, -0.6, -2, +, /, -2.7
CCOC(=O)Cn1cnc2c(nnn2-c2ccc(OC)cc2)c1=O
 : -0.3, 8, -15, 23, -5, -2.6, 3, -4, -1, 4.3
O=C(Nc1nncs1)C12CC3CC(CC(Cl)(C3)C1)C2
 : -4.7, ?, -1, -22, 12, /, 7, 0, /, 1.2
COCCn1c(SCC(=O)NCCc2ccccc2)nc2c([nH]c3ccccc32)c1=O
 : -2.6, -9, 2, 5, /, -1.8, -14, -3, -5, -3.2
CCOc1ccccc1NC(=O)CCNC(=O)Cn1ccc2ccccc2c1=O
 : -1.4, -5, -1, -3, 13, -3.0, 1, -1, -5, -0.7
CCCc1nc2ccccc2c(=O)n1CC(=O)c1ccc(OC)cc1
 : 8.1, 1, 3, 7, 11, -0.3, 11, 0, -1, 0.3
CC1(C)CC(=O)C=C(NCCN2CCN(C(=S)NC3CCCCC3)CC2)C1
 : -0.3, /, 6, 20, -7, -2.2, 4, 1, 2, /
C/C(=N\OC(=O)c1c(-c2ccccc2Cl)noc1C)c1ccncc1
 : 1.3, -4, -6, 24, -3, -4.4, 3, 3, 0, /
CCCCCn1nc(C)c2c(C)cc(=O)[nH]c21
 : 1.4, -14, -1, 38, 6, -4.7, 15, -1, 6, 0.2
COc1ccc(OC)c(NC(=O)COC(=O)c2ccc(S(=O)(=O)N3CCCCC3)cc2)c1
 : /, 0, 0, /, -10, -3.9, 9, -4, /, 0.2
COc1ccc(OC)c(NC2=C(Cl)C(=O)N(Cc3ccccc3)C2=O)c1
 : 0.2, -1, 4, 20, 1, -1.6, 0, -3, 11, -1.9
CC(C)Cc1cc(C(=O)N2CCN(c3ccc(F)cc3)CC2)no1
 : 0.0, -8, 1, 11, 6, -0.6, -5, 2, -5, 0.7
O=[N+]([O-])c1cccc(-c2nnn(C34CC5CC(CC(C5)C3)C4)n2)c1
 : -1.9, 1, 0, 15, -2, -1.2, 1, 4, 1, -0.8
O=C1CN(C(=O)COC(=O)c2ccco2)c2ccccc2N1
 : 5.6, -11, -1, /, -12, 0.9, -6, -2, -4, -0.9
CCc1cccc(NC(=O)C2CCCC2)c1
 : -0.9, -7, -3, 15, -1, -4.5, -2, -1, -14, 1.1
Cc1ccccc1N=C(NO)c1cccnc1
 : -0.1, 1, 5, -4, 9, 0.6, 0, 2, -1, -2.3
CN1CCc2c(sc(NC(=O)c3ccc(S(=O)(=O)N4CCOCC4)cc3)c2C(N)=O)C1
 : -0.4, -4, 18, 9, /, 0.1, -30, -20, 8, -1.4
O=C1C=C2C=C[C@@H]3CC2(O1)[C@H]1CCCCN31
 : -2.4, 3, 7, /, -2, -1.6, 5, -2, 3, 0.7
Cc1c(N=C2NC(=O)C(CC(=O)Nc3ccc(Cl)cc3)S2)c(=O)n(-c2ccccc2)n1C (stereo not drawn)
 : -0.1, -4, 0, 15, 5, -2.6, -2, 3, -7, 3.2
COc1cccc(C2CC(C(F)(F)F)n3ncc(C(=O)NCC4CCCO4)c3N2)c1 (stereo not drawn)
 : 0.4, 4, 7, -12, -15, -3.3, 1, 0, 0, 3.8
C=CCn1c(=NC(=O)C2COc3ccccc3O2)sc2cccc(OC)c21 (stereo not drawn)
 : -0.9, 9, 0, 4, -9, -2.7, -12, 3, 1, /
O=C(COc1ccc2ccccc2c1)NN1C(=O)c2ccccc2C1=O
 : 0.2, -1, -7, -4, -3, -2.3, 13, 3, -1, /
COCCNC(=O)CSc1cc(=O)n(C)c2cc(Cl)ccc12
 : -1.1, -1, 3, 8, -9, -1.9, 4, 4, -7, /
COc1ccc(NC(=O)CC(C(=O)O)C(C)c2ccccc2)cc1 (stereo not drawn)
 : 2.3, -1, -14, 1, -2, -3.6, 0, 1, /, -1.3
COc1cc2c(cc1OC)C(c1cccc([N+](=O)[O-])c1)=NCC2
 : -0.4, -4, 12, -1, 11, -1.3, -3, 2, 0, -2.6
Cc1ncc(C(=O)O)n1C(C)c1ccccc1 (stereo not drawn)
 : /, 3, -8, /, 7, -3.8, -2, 1, /, -0.7
C=CCOc1ccc(/C=C(\C#N)C(=O)Nc2ccccn2)cc1
 : -0.6, 6, 16, -17, 10, -1.3, 7, 6, -5, -3.3
O=C1c2ccccc2NC(c2cn[nH]c2-c2ccc(Cl)cc2)N1O (stereo not drawn)
 : 1.0, 1, 1, 4, 12, -2.2, -5, 3, -20, /
Cc1ccc(/C=C(\C#N)C(=O)Nc2cccc3ncccc23)o1
 : 0.8, 5, 23, 11, 6, -5.4, 11, 4, 1, -3.0
COc1cc(/C=N/NC(=O)CC#N)ccc1Oc1nc(Cl)ncc1F
 : -0.8, 4, 2, 6, 3, -1.1, -27, -2, -54, -3.7
CCOC(=O)Cc1csc(NS(=O)(=O)c2ccc(C(F)(F)F)cc2)n1
 : 2.8, /, 4, -4, 12, 1.4, 0, 3, -8, -0.6
COc1ccc(C(=O)c2c(O)cc(-c3ccc(OC)cc3)oc2=O)cc1
 : -0.5, -4, 14, -4, 5, -2.2, 10, -2, -3, /
O=C(N/N=C\c1ccccc1F)c1ccc(-c2ccccc2)cc1
 : 1.6, 9, -3, 4, -14, -3.8, 3, -1, /, -0.5
Cn1/c(=N/NC(=O)c2ccccc2F)sc2ccccc21
 : -1.2, -2, 6, 5, -7, -2.4, -13, -1, -6, /
CCCCC(=O)Nc1ccc(NC(=S)NC(=O)CCCCl)cc1OC
 : 1.0, -5, 3, -8, 27, -4.2, 4, 1, -8, /
COc1ccccc1-n1c(SCC(=O)N2CCCCC2)nc2cccnc21
 : 5.4, -21, 3, 24, 4, -4.2, -2, 4, 3, -0.1
CCN1CCN(C(=S)Nc2cccc([N+](=O)[O-])c2)CC1
 : -0.8, -2, 6, -40, -4, -0.4, 7, 4, 4, /
Cc1cccc(-n2nnnc2-c2cnccc2C(F)(F)F)c1C
 : -4.4, 6, 2, 9, 2, -0.2, 9, 2, 0, /
NNC(=O)c1oc2nc(-c3ccccc3)cc(-c3ccco3)c2c1N
 : 2.0, ?, 10, 2, -3, -0.9, 9, 2, -8, -1.6
O=C(CN1C(=O)NC2(CCCCCC2)C1=O)Nc1ccc([N+](=O)[O-])cc1
 : 1.0, -7, 22, /, 8, -1.3, 3, -1, -1, 2.6
Cn1c(N)c(C(=O)c2ccccc2)c(=O)n(C)c1=O
 : 2.9, -1, 8, 23, 5, -1.0, 6, 6, -8, -2.5
COc1ccccc1/C=C1\SC(N2CCC(C)CC2)=NC1=O
 : 0.2, 10, 17, 10, 8, -4.0, 5, 4, -1, 1.1
Cc1ccc(C)c(OCCC(=O)OCC(=O)N(C)c2c(N)n(Cc3ccccc3)c(=O)[nH]c2=O)c1
 : -1.4, 0, 7, /, -9, -0.4, -5, 5, 8, /
O=C(CC(Nc1ccccc1)C(=O)O)c1ccccc1 (stereo not drawn)
 : -0.8, 42*, 11, 22, 9, -2.1, 12, 5, 2, 0.4
CCOC(=O)c1sc(NC(=O)Nc2ccccc2Cl)cc1C
 : -0.2, -5, 21, -7, 19, -1.9, 7, 6, -10, -1.3
CN1CCN(NC(=O)Nc2ccc(Br)cc2)CC1
 : -1.4, -10, 0, 14, -9, -2.1, 2, 1, 0, 0.2
Cc1ccsc1/C=N/NC(=O)c1ccc([N+](=O)[O-])cc1
 : -2.4, -4, 28, 13, -8, -0.9, -1, -3, 18, /
COc1ccccc1NC(=O)c1ccc(NC(=O)CSc2nncn2C)cc1
 : -1.5, 0, 8, -5, -7, -4.0, 2, 1, -1, /
COc1ccc(OC)c(CC(NC(C)=O)C(=O)NC2CCN(c3c(Cc4ccccc4)c(C)nc4ncnn34)CC2)c1 (stereo not drawn)
 : -2.3, -2, 10, 10, -10, -1.0, 5, 1, 5, /
CN(C)c1ccc(/C=C2\CCCCC2=O)cc1
 : 1.7, -3, 14, -10, -4, -2.4, -22, -2, -1, /
Cc1c(N=Cc2nc3ccccc3n2C)c(=O)n(-c2ccccc2)n1C
 : -1.0, -2, 43*, 31, 15, -3.7, 3, 0, 5, -3.2
CCN(CC)c1ccc(/C=N/Nc2nc(C)cc(C)n2)c(O)c1
 : /, -43, 32*, -3, 7, -2.2, 7, 0, 0, /

Reformatted as tab-separated lines: three of the compounds above
SMILES	Mtb UGM inh	BoNT F protease	GDH-TPI counter	VHR inh abs	CCHFV vOTU inh	FadD28 FP inh	MazEF act	FBA Mtb inh	Rv3671c inh	Mtb BioA inh
Cc1ccc(C)c(OCCC(=O)OCC(=O)N(C)c2c(N)n(Cc3ccccc3)c(=O)[nH]c2=O)c1	-1.4	0	7	/	-9	-0.4	-5	5	8	/
O=C(CC(Nc1ccccc1)C(=O)O)c1ccccc1 (stereo not drawn)	-0.8	42*	11	22	9	-2.1	12	5	2	0.4
CCOC(=O)c1sc(NC(=O)Nc2ccccc2Cl)cc1C	-0.2	-5	21	-7	19	-1.9	7	6	-10	-1.3

Assay outcomes (PubChem)
